PTPN22 act: increases human PTPN22 phosphatase activity. Q9Y2R2. activation, % at 2 µM. recombinant LYP, DiFMUP fluorescence; 0 = plate median, 100 = signal doubled. actives 0.11% (n = 96,000);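 active = activation at 2 µM above a set limit, the mean plus 5 SD, cut at about 37% in these data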
ERa SRC1 inh: blocks coactivator binding to human estrogen receptor alpha; inhibition, % at 25.6 µM; actives 1.7% (n = 86,000); P03372; TR-FRET ER-alpha LBD / SRC-1 peptide, estradiol-bound; in the data active = inhibition above about 50%;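 note: 0% = receptor plus peptide control and 100% = peptide only without receptor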
HUVEC tox IL1B: toxic to HUVEC cells under IL-1B stimulation. cell count reduction, % at 2 µM. actives 0.41% (n = 94,000). HUVEC cell count loss, Hoechst imaging, IL-1B stimulated. AID 845;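 active = cell count reduction more than 3 SD above the screen-wide mean, cut at about 70% in these data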;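 note: normalized per plate to untreated control cells as the no-loss baseline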
FAK blocker: blocks human focal adhesion kinase activity. inhibition, %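 (tested at 7 µM)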. Q05397. biochemical FAK kinase activity assay. actives 0.84% (n = 97,000); in the data active = inhibition above about 19%;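 note: 0% = DMSO and 100% = reference compound high control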
VCAM1 TNFa inh: reduces TNF alpha induced VCAM1 expression in HUVEC; inhibition, % at 2 µM; actives 0.48% (n = 95,000); HUVEC TNFa-induced VCAM-1 immunofluorescence, high-content imaging;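 active = inhibition above the batch mean plus 3 SD, with images confirmed as a hit by eye, cut at about 37% in these data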;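 note: 0% = TNF-stimulated DMSO wells and 100% = unstimulated control wells; not every result past the cut was called active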
HUVEC tox TNFa: toxic to HUVEC cells under TNF alpha stimulation | cell count reduction, % at 2 µM | HUVEC TNFalpha-stimulated, Hoechst cell count, imaging | actives 0.17% (n = 93,000);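 active = cell count reduction exceeding the screen mean by over 5 SD, scaled to untreated wells per plate, cut at about 78% in these data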;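 note: cells counted after 24 h of TNF alpha exposure following the 1 h pretreatment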
LYP inh 2: LYP (human) phosphatase inhibition. Q9Y2R2. recombinant LYP catalytic domain, DiFMUP fluorescence. inhibition, % at 2 µM. actives 0.21% (n = 96,000). AID 640;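 active = inhibition at 2 µM at or above a set limit, the screen mean plus 3 SD, cut at about 24% in these data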;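 note: 0% = DMSO with enzyme and 100% = enzyme fully blocked by orthovanadate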
PTK2B oligo ant: Pyk2 (human) oligomerization antagonism; Q293 cells, Pyk2 FERM NanoBiT luminescence; active compounds read low; z-score (the deposit names both 25 µM and 10 µM); actives 0.83% (n = 99,000);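 active = Z-score of -3 or lower, scaled per plate to the spread of control and sample wells; inactive = z-score above -3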;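 note: negative z-score means lost luminescence so less FERM oligomerization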
Target sequence (Q14289 whole entry, looked up): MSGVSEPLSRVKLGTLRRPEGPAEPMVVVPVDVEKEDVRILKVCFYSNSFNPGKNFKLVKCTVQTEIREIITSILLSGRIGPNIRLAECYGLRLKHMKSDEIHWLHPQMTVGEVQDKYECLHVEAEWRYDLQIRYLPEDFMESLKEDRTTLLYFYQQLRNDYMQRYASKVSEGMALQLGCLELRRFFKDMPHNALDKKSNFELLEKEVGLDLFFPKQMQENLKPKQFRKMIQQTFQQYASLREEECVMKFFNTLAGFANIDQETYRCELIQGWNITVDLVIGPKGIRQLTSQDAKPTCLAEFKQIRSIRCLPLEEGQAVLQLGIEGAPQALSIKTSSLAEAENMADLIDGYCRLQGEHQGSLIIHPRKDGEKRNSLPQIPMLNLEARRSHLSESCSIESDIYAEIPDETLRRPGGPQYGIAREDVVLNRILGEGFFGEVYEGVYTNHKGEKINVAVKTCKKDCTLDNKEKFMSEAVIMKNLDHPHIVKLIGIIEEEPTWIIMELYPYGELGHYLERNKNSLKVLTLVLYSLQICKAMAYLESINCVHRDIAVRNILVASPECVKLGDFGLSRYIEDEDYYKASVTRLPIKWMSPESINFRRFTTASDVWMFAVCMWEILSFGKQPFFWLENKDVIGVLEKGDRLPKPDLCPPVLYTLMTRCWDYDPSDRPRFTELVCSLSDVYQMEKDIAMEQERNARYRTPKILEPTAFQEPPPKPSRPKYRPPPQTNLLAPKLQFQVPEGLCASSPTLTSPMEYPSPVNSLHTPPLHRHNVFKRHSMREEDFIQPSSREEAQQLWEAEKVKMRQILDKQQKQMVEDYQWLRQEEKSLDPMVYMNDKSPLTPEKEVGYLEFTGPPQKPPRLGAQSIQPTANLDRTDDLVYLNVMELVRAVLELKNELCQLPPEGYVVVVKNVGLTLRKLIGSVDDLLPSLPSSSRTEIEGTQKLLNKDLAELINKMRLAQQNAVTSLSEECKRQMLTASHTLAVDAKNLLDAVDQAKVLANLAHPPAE
F-actin modifier: cytoskeleton assembly modification; HUVEC TNFa F-actin phalloidin imaging, high content; inhibition, % at 2 µM; actives 0.18% (n = 91,000); AID 836;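 active = inhibition above the batch mean plus 3 SD and confirmed as a hit by visual image inspection, cut at about 30% in these data, passing the limit was not always enough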; note: strong numbers were not always called active
Active calls of the source: *; . = no result given; [ ] = dose if it differs, or a comment. Outcome played no part in choosing rows; 3.8% or so of the library scored in one or more.

SMILES	PTPN22 act	ERa SRC1 inh	HUVEC tox IL1B	FAK blocker	VCAM1 TNFa inh	HUVEC tox TNFa	LYP inh 2	PTK2B oligo ant	F-actin modifier
CC(NC(=O)Cn1c(=O)oc2cc(S(=O)(=O)N3CCCC3)ccc21)c1ccccc1 (configuration not stated)	-4	6[fluorescence artefact?]	-17	1	5	-6	4	.	-5
COc1ccc(-n2c(=O)cc(N3CCOCC3)[nH]c2=O)cc1	2	-7	-26	-2	18	-16	-2	0.06	3
Cc1ccccc1C1C(C#N)=C2N=C(N)c3c(sc4c3CCCCC4)N2C2=C1C(=O)CC(C)(C)C2 (configuration not stated)	10	.	-36	-1	9	-1	-7	-1.5	5
O=C(Cn1nnc(-c2ccc(Cl)cc2)n1)NCCC1=CCCCC1	0	6	10	0	5	-29	1	0.89	6
Oc1ccc(-c2csc(-c3ccccc3)n2)cc1O	7	21	.	-8	1	-3	-10	-1.8	-28
COc1ccc(CN(Cc2ccc(OC)cc2)S(=O)(=O)c2ccc(-n3cnnn3)c(C)c2)cc1	-12	-21	-36	0	.	.	11	0.78	.
O=C(COC(=O)c1cc(S(=O)(=O)NCc2ccccc2)ccc1O)NCc1ccccc1	-2	.	4	0	18	-8	5	1.2	0
O=C(Nc1ccccc1)Nc1ccccc1C(=O)NCc1ccco1	-17	-4	13	16	-6	9	14	0.13	-8
COc1ccc(C(=O)Nc2ccccc2C(=O)N(Cc2ccco2)C(C(N)=O)C(C)C)cc1 (configuration not stated)	6	57*[fluorescence artefact?]	-18	14	2	-20	-10	0.6	-15
Cc1ccc(C)c(CN2CCCN(C(=O)Cn3ncc4c3-c3ccccc3OC4)C2)c1	0	-10	3	3	4	34	-3	.	-5
CCOc1ccc(N(CC(=O)Nc2ccccc2C(=O)NCc2ccco2)S(C)(=O)=O)cc1	-42	7	-4	-1	-9	-26	41*	-1.9	0
CC1CCCCC1NC(=O)CSc1nnc(COc2ccccc2Cl)o1 (configuration not stated)	-7	-4	1	1	10	8	5	0.04	18
Cc1nc(C)c(C(=O)C2=C(O)C(=O)N(CCN3CCOCC3)C2c2cccs2)s1 (configuration not stated)	-2	-21	-13	0	12	-14	-2	-0.03	12
Cc1cc2ncn(C(=O)c3c(-c4ccccc4Cl)noc3C)c2cc1C	14	-1	-23	1	17	11	-16	0.13	-24
CCn1cc(C2=NC(C)CO2)c2ccccc21 (configuration not stated)	0	2	.	3	-7	-16	0	1.6	-3
O=c1cc(N2CCCCC2)c(-c2ccccc2)nn1Cc1c(Cl)cccc1Cl	-11	.	2	2	-5	-8	14	-2.7	-6
CC1(C)CC(=O)C2=C(C1)N(Cc1cccnc1)C(=O)C2(NC(=O)c1ccc(F)cc1)C(F)(F)F (configuration not stated)	-1	5	5	2	1	-12	5	4.9	15
CCOC(=O)N1CCN(c2cc3[nH]c(=S)[nH]c3cc2F)CC1	7	-45[fluorescence artefact?]	-20	1	18	-17	-7	-0.43	4
O=C(CSc1nnc(-c2cccs2)n1Cc1ccccc1)N1CCc2ccccc2C1	2	4	1	3	21	2	-2	-1.7	-9
CCC(C)NC(=O)c1cnn2c(C)c3c(nc12)CCCC3 (configuration not stated)	-5	8[fluorescence artefact?]	-3	-2	9	-35	3	0.49	-9
O=C1CC(c2ccco2)CC(O)=C1C=Nc1cc(Cl)ccc1O (configuration not stated)	0	52*	.	2	8	-7	-4	0.14	0
O=C(COc1ccc2c(c1)C(=O)CC1(CCCCC1)O2)NCc1ccccn1	0	-18	-75	-2	2	-3	-1	1.1	6
Cc1cc(C)n(-c2ncnc3sc(C)c(C)c23)n1	8	-15	12	1	8	-12	-6	-0.22	4
C/C(N)=C(/C#N)C(=O)COC(=O)CC12CC3CC(CC(C3)C1)C2	-3	9	27	-2	22	22	5	-2	3
O=C(c1cc(Cl)c(=O)n(Cc2ccc(Cl)cc2)c1)N1CCOCC1	10	.	-1	-2	-2	2	-6	0.63	7

LYP inh 2, entries above that show a hit
SMILES,PTPN22 act,ERa SRC1 inh,FAK blocker,VCAM1 TNFa inh,LYP inh 2,PTK2B oligo ant,F-actin modifier
CCOc1ccc(N(CC(=O)Nc2ccccc2C(=O)NCc2ccco2)S(C)(=O)=O)cc1,-42,7,-1,-9,41*,-1.9,0

Continued.
SMILES	PTPN22 act	ERa SRC1 inh	HUVEC tox IL1B	FAK blocker	VCAM1 TNFa inh	HUVEC tox TNFa	LYP inh 2	PTK2B oligo ant	F-actin modifier
O=C(O)Cn1c(SCCOc2ccccc2)nc2ccccc21	-7	7[fluorescence artefact?]	16	-2	7	-11	5	1.6	16
N#Cc1nc(-c2cccs2)oc1NCCc1ccccc1	2	-4	-12	3	2	-7	-2	-0.22	-10
Cc1ccc(-c2csc(NC(=S)NC(=O)/C=C/c3ccco3)n2)cc1	2	.	7	-2	-1	12	-2	1	9
Cc1cc2c(=O)n(Cc3ccco3)c(SCC(=O)N3CCCc4ccccc43)nc2s1	1	7	-13	0	14	-24	3	-1.8	11
N#CC1=C2SCN(c3ccccc3)CN2C(=O)CC1c1cccs1 (configuration not stated)	-4	8	6	5	3	-5	2	-0.52	24
COc1ccc(CN2C(=O)CCC2(C)C(=O)NCc2cccnc2)c(OC)c1 (configuration not stated)	6	5	-1	-5	11	-4	-6	0.36	-7
Cc1cc(-c2ccccc2)c(C#N)c(SCC(N)=O)n1	6	9	-9	-7	15	15	-8	-0.14	-6
COc1cc(NC(=O)CN2c3ccccc3CC2C)cc(OC)c1OC (configuration not stated)	-8	.	-21	-2	-9	-9	11	0.19	13
CCN(CC)CC(=O)N1c2ccccc2Sc2ccc(Cl)cc21	-1	1	35	-1	-1	-3	0	-0.48	-20
Cc1cc(C(=O)COC(=O)c2cccs2)c(C)n1-c1c(C)n(C)n(-c2ccccc2)c1=O	-11	1	-37	-4	8	-44	9	-0.47	23
CCOC(=O)C1CCN(C(=O)C2CCN(S(=O)(=O)CC)CC2)CC1	-2	10	-21	-5	7	-55	0	0.18	0
CCOc1ccc(NC(=O)CSc2nnc(Cn3cnc4ccccc43)n2C)cc1	-5	-9	-4	0	-12	-14	5	-0.9	-16
O=C(O)CCNS(=O)(=O)c1ccc2c(c1)Cc1ccccc1-2	10	-6	10	-2	8	-12	-10	2	-19
COCCSc1ccccc1C(=O)NCCCn1ccnc1	-11	0	-137	-4	2	-28	9	1.2	12
FC(F)(F)c1cc(-c2cccs2)nc(-n2cc(Br)cn2)n1	-6	1[fluorescence artefact?]	-3	0	-2	5	8	-1.8	2
Cc1cc(C)c2cc(CN(CCO)Cc3nnnn3Cc3ccccc3)c(=O)[nH]c2c1	6	-12	-20	-6	5	-36	-9	-0.67	-20
CN(C)/C=C1/Sc2ccccc2C1=O	-10	-7[fluorescence artefact?]	-8	-2	8	-25	7	-0.34	10
O=C(c1ccccc1-c1nc(-c2ccc(F)cc2)no1)N1CCCC1	1	1	-20	-3	9	-25	0	0.16	8
Fc1ccc(Cn2nnnc2C(c2cccs2)N2CCCCCC2)cc1 (configuration not stated)	-16	-8	13	5	-2	-39	14	0.86	31
CC(NC(=O)c1ccccc1F)C(=O)O (configuration not stated)	0	-9	-2	-6	19	40	4	0.52	2
O=C(O)COc1ccc2occ(C(=O)c3ccccc3)c2c1	-14	-3	-32	-2	22	-10	13	0.51	11
CC1(C)Cc2noc(N)c2C(C)(C)N1OC(=O)c1ccccc1	-4	-5[fluorescence artefact?]	-2	-3	14	-8	6	-0.17	-6
O=S(=O)(c1cccs1)N1CCN(C/C=C/c2ccccc2)CC1	2	1	-9	-2	5	-3	-4	0.52	12
CCn1c(=O)n(Cc2ccco2)c(=N)c2c3c(sc21)COC(C)(C)C3	9	.	-18	-4	-11	-30	-4	0.41	3
Cc1ccc(C(=O)N(NC2=NS(=O)(=O)c3ccccc32)S(=O)(=O)c2ccc(C)cc2)cc1	-14	.	-2	-4	5	17	17	-1.4	-5
(further entries)
SMILES	PTPN22 act	ERa SRC1 inh	HUVEC tox IL1B	FAK blocker	VCAM1 TNFa inh	HUVEC tox TNFa	LYP inh 2	PTK2B oligo ant	F-actin modifier
c1ccc(Cn2c(-c3ccco3)nc3nc4ccccc4nc32)cc1	-2	49	28	5	12	-25	-1	0.28	20
N/C(=N\O)c1ccc(NC(=O)c2ccc(Br)o2)cc1	-3	2	-6	2	10	-4	2	-0.18	6
COc1ccc(C)cc1NC(=O)c1nnn(Cc2cc(C)ccc2C)c1N	0	5	27	5	3	-4	-2	.	-4
CCN1CCN(C(c2cccs2)C(C)NC(=O)c2ccccc2F)CC1 (configuration not stated)	2	-8	2	0	14	-13	-5	0.58	-5
Cc1ccc(-n2c(C3CC3c3ccc(Cl)cc3)n[nH]c2=S)cc1 (configuration not stated)	-4	.	2	-3	7	-9	7	-0.79	8
CC(C)NC(=O)CCCc1ccccc1	-3	-3	-33	-2	6	-7	0	-0.03	-9
CCCC(=O)Nc1nc(C(=O)OCC)cs1	4	8	-67	-2	-4	-27	-5	0.09	-17
CCOC(=O)CCNC(C(=O)OCC)c1ccccc1 (configuration not stated)	2	-11	-10	0	2	-10	-2	0.45	-5
Cc1cc(=O)oc(C)c1C(=O)OCC(=O)c1ccc2ccccc2c1	16	0	26	0	11	4	-19	0.57	3
COc1ccc2c(=O)cc(C(F)(F)C(F)(F)F)oc2c1	2	0	-17	2	20	0	-4	2.2	-22
C=CCn1c(SCC(=O)N2CCN(C(=O)c3ccco3)CC2)nc2sc(CC)cc2c1=O	1	-5[fluorescence artefact?]	-3	6	14	1	-6	-0.13	-14
CCOC(=O)N1CCC2(CC1)CC(=O)c1cc(O)ccc1O2	-1	.	3	7	13	5	0	1.7	-18
COc1cc(C=O)ccc1Oc1nnnn1-c1ccc(C(N)=O)cc1	3	13	-15	0	-4	-6	0	1.5	-1
Cn1c(=N)c(S(=O)(=O)c2ccc(Cl)cc2)cc2c(=O)n3ccccc3nc21	9	-1	11	-1	-4	-15	-14	.	-16
CCC(=O)N1c2ccccc2C(N(C(C)=O)c2ccccc2)CC1C (configuration not stated)	4	5	1	0	-14	9	-4	-0.22	4
CCNC(=O)C1CC(=O)N(Cc2ccc3c(c2)OCO3)C(=Nc2ccc(OCC)cc2)S1 (configuration not stated)	0	-1	12	-2	5	-7	3	-1.7	-12
COc1ccc2[nH]c3c(N4CCN(Cc5ccc6c(c5)OCO6)CC4)ncnc3c2c1	-4	1	-8	11	1	-28	1	-1.4	47
O=C(CNC(=O)c1ccco1)Nc1cc(Cl)ccc1N1CCOCC1	3	6	6	-2	3	-16	-6	1.2	.
N#Cc1c2c(c[nH]c1=O)CCN2Cc1ccccc1	-3	-4	-18	4	21	-28	2	0.43	-41
O=C(NC1CCCCC1)N1CCCCCCC1	-8	8	16	1	-18	-9	6	0.57	16
COc1ccc(S(=O)(=O)N2CCN(C)CC2)cc1C	1	0	-1	-7	-4	0	-4	.	9
Cc1ccc(SCCNS(=O)(=O)c2ccc3c(c2)OCCO3)cc1	22	-3	-33	-1	12	6	-25	-0.56	-14
Clc1ccc(C(c2nnnn2C2CCCC2)N2CCSCC2)cc1 (configuration not stated)	-4	-7	-10	-2	-4	-27	4	-0.11	8
Cc1ccc2nsnc2c1NS(=O)(=O)c1c(C)ccc2nsnc12	6	31	.	9	-6	-34	-8	-0.69	6
CC(=O)Nc1ccc2c(c1)nc1n2CCSC1	0	5	27	0	6	8	2	-0.12	.
COc1ccc2c(OC)cc(-c3ccccc3)nc2c1	2	-5	7	0	5	-40	-3	0.7	44
O=C(COc1ccc(F)cc1)Nc1nnc(-c2ccncc2)s1	-11	-5	-16	0	12	-15	15	-0.17	8
Cc1cc(NC(=O)CCC(=O)N(c2ccccc2)C2(C(=O)NC3CCCCC3)CCCC2)no1	-8	-4	-9	-1	-14	-51	8	-0.53	21
CCn1c(CNc2ccc(Cl)cc2)nnc1SCc1ccccc1	9	.	1	1	-9	-12	-9	0.54	-6

Source: PubChem
